# VHR inh abs: DUSP3 (human) phosphatase inhibition | recombinant VHR phosphatase, pNPP absorbance | inhibition, % at 13.3 µM | 290,000 compounds, 0.52% hits; in the data active means inhibition above about 50%; further: some compounds called inactive have numbers as strong as hits
# GDH-TPI counter: GDH-TPI coupled enzyme inhibition counter-screen. 360,000 compounds, 1.2% hits. AID 588335. inhibition, % at 4.8 µM. GDH-TPI coupled enzyme counterscreen, NADH absorbance;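 further: 0% = DMSO wells and 100% = wells lacking the enzyme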
# FBA Mtb inh: inhibitors of M. tuberculosis fructose-bisphosphate aldolase | inhibition, % at 1 µM | 360,000 compounds, 2.3% hits | purified M. tuberculosis FBA, fluorescence read-out | AID 588726; in the data active means inhibition above about 27%;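 further: 0% = vehicle and 100% = reference inhibitor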
# BoNT-F LC inh: blocks Botulinum neurotoxin F light chain protease; 360,000 compounds, 0.22% hits; inhibition, % at 10 µM; Multiplex microsphere protease cleavage assay, flow cytometry; in the data active means inhibition above about 35%, passing the limit was not always enough; inconclusive means no clear call, values can overlap the other calls; further: plate controls were buffer without enzyme for full effect and enzyme alone for no effect
# Mtb UGM inh: blocks M. tuberculosis UGM enzyme | P9WIQ1 | purified UGM, fluorescence polarization probe displacement | inhibition, % at 10 µM | 320,000 compounds, 0.06% hits | AID 504406; in the data active means inhibition above about 10%, passing the limit was not always enough; inconclusive means no clear call, values can overlap the other calls
# Target sequence (P9WIQ1 whole entry, looked up): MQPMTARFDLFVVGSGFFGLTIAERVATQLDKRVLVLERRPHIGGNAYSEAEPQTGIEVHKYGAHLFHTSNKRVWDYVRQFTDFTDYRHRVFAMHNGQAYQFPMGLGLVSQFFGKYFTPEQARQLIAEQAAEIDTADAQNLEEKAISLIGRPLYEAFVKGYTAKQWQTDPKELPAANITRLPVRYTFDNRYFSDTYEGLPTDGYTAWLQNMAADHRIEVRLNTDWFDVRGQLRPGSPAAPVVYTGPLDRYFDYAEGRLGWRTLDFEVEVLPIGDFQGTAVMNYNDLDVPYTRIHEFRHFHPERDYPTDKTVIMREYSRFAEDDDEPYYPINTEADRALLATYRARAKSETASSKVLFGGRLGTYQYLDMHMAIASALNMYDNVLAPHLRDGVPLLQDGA
# Mtb BioA inh: BioA (M. tuberculosis) enzyme inhibition. 360,000 compounds, 0.096% hits. inhibition, % at 9.99 µM. purified M. tuberculosis BioA enzyme, plate reader; in the data active means inhibition above about 40%; inconclusive means no clear call, values can overlap the other calls
# Rv3671c protease: inhibitors of M. tuberculosis serine protease Rv3671c; 320,000 compounds, 0.048% hits; P9WHR9; inhibition, % at 5.96 µM; AID 2606; in the data active means inhibition above about 38%;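 further: extracellular domain of Rv3671c used as enzyme; 0% = enzyme with DMSO and 100% = no enzyme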
# Target sequence (P9WHR9 whole entry, looked up, the tested form may be a part): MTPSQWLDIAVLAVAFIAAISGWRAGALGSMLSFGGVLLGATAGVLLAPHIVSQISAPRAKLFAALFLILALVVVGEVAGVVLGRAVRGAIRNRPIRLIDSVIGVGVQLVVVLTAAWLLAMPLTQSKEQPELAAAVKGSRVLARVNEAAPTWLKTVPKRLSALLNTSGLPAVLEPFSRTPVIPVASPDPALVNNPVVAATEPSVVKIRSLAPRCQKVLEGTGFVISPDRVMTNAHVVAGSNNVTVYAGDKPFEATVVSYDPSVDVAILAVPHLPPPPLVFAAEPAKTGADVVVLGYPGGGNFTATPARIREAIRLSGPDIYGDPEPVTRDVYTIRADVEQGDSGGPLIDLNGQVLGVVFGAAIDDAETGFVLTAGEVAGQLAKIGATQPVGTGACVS
# CCHFV vOTU inh: blocks the CCHF virus ovarian tumor domain protease | CCHFV vOTU protease, Pep-AMC fluorescence | AID 651958 | 370,000 compounds, 0.55% hits | inhibition, % at 11.5 µM; further: 0% = vehicle wells with enzyme and 100% = no enzyme wells
# MazF activator: MazEF (E. coli) toxin RNase activation | 350,000 compounds, 0.32% hits | activation, % at 20 µM | P0AE70 | FAM/BHQ RNA-DNA oligo cleavage fluorescence, 5 h | AID 504720; in the data active means activation above about 50%
# Target sequence (P0AE70 whole entry, looked up): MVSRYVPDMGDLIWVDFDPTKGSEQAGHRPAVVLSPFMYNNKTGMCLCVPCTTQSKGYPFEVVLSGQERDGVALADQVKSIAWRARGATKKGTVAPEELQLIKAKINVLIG
# FadD28 FP inh: M. tuberculosis FadD28 bisubstrate binding inhibition; FadD28 bisubstrate probe binding, fluorescence polarization; 360,000 compounds, 0.22% hits; inhibition, % at 12.5 µM; in the data active means inhibition above about 8.5%, passing the limit was not always enough; inconclusive means no clear call, values can overlap the other calls
# * = called active by the depositor; ? = inconclusive; . = no result given; & = joins results of further samples. Unless noted, no stated cut-off is given here; in the data, active means inhibition above about 30%; inactive means the rest.
# Every second line gives: VHR inh abs	GDH-TPI counter	FBA Mtb inh	BoNT-F LC inh	Mtb UGM inh	Mtb BioA inh	Rv3671c protease	CCHFV vOTU inh	MazF activator	FadD28 FP inh
COc1ccccc1CCc1nnc(CCC(=O)NCCCOc2cccnc2)o1
 : 13	8	1	-2	1.2	-1.0	-14	-3	2	-1.1
CCOC(=O)CNC(=O)c1nn(-c2ccc(OCC)cc2)c(=O)c2ccccc12
 : -26	-1	3	-11	-0.3	0.5	-2	9	1	-1.0
Cc1ccsc1/C=N/n1c(-c2ccccn2)n[nH]c1=S
 : -1	6	-3	-1	-1.6	0.6	0	12	9	-3.2
COc1ccccc1N1CCN(C(=O)c2onc(C)c2Cl)CC1
 : 25	0	-1	-10	-1.0	0.9	3	-5	10	-3.0
COc1ccc2sc(NC(=O)c3ccco3)nc2c1
 : 11	18	0	-2	2.6	-1.0	-8	9	1	-2.0
Cc1cccc(S(=O)(=O)NCCNS(=O)(=O)c2cccc(C)c2)c1
 : 2	-4	0	-17	-0.7	0.8	-8	6	0	-2.2
COc1ccc(CNC(=O)c2ccc3ccccc3n2)cc1OC
 : 28	-1	-4	-10	3.3	-0.8	-16	7	5	-4.2
CCOc1ccc(NC(=O)CN(C)C(=O)c2cn3ccccc3n2)cc1OCC
 : .	1	1	-23	3.7	-1.9	-1	-1	5	-3.4
COc1ccc(OCC2CNC(=O)O2)cc1 (stereo not given)
 : -3	-1	1	-4	-0.7	.	-16	-1	-4	-1.9
O=c1ccc2c(O)c3ccoc3cc2o1
 : .	13	0	-10	.	-1.3	-2	-1	-6	0.7
CCCCN1C=CC(=C2C(=O)c3ccccc3C2=O)C=C1
 : 2	3	0	1	-0.6	-1.6	-1	9	-13	2.8
CC1Cc2cc(/C=C3/SC(=S)NC3=O)ccc2O1 (stereo not given)
 : 29	37*	-8	?	0.2	-0.3	8	1	-5	-0.4
CN(C(=O)c1c(Cl)cnn1C)C12CC3CC(CC(C3)C1)C2
 : 26	-1	1	-13	1.2	.	3	25	2	1.0
COc1cc(/C=C2\C(=N)N3N=CSC3=NC2=O)cc(Br)c1OC(=O)c1ccco1
 : 30	11	-1	-3	-3.7	.	4	4	16	-1.9
O=C(CCn1c(=O)oc2ccccc21)N1CCCCCC1
 : 22	-6	-3	22	0.4	0.7	10	-13	-4	-3.1
CC(Oc1cc2oc(=O)c3c(c2cc1Cl)CCC3)C(=O)NCc1ccncc1 (stereo not given)
 : -6	5	1	5	0.1	38	7	5	2	-3.7
COc1ccccc1N1CCN(C(=O)C2CCN(S(=O)(=O)c3ccc(C)cc3)CC2)CC1
 : 3	2	-2	0	1.3	.	-5	1	7	-0.7
C[C@H](NC(=O)OC(C)(C)C)C(=O)N/N=C/c1cccc2nccnc12
 : 6	13	8	?	1.8	0.7	5	-4	0	-3.2
CCn1c(SCc2nc3ccccc3[nH]2)nnc1-c1cccs1
 : 5	2	-1	10	-0.1	2.3	0	-14	4	0.5
COc1ccc(CN2C(=O)C(Cc3ccccc3)Nc3ncnc(N4CCN(c5ccccc5)CC4)c32)cc1 (stereo not given)
 : .	7	2	-5	-0.3	2.3	-21	2	-15	-0.8

# The results go on.
# Every second line gives: VHR inh abs	GDH-TPI counter	FBA Mtb inh	BoNT-F LC inh	Mtb UGM inh	Mtb BioA inh	Rv3671c protease	CCHFV vOTU inh	MazF activator	FadD28 FP inh
O=C(CCn1c(=O)oc2ccccc21)NCCCN1CCN(c2ccc(F)cc2)CC1
 : 8	6	1	-12	0.7	.	-2	-1	8	-3.5
Cc1cc2c(cc1C)[n+](C)cn2CC(O)COCC1CC=CCC1 (stereo not given)
 : -5	11	-2	-5	-0.7	.	1	0	10	-0.9
CC(OC(=O)c1cccc([N+](=O)[O-])c1)C(=O)N1CCc2ccccc21 (stereo not given)
 : .	18	-1	9	0.2	4.5	5	0	-4	-2.1
C[C@@H]1CN([C@@H](C)CO)C(=O)CCCn2nncc2CO[C@H]1CN(C)C(=O)c1ccc2ccn(C)c2c1
 : .	-4	4	-1	.	2.0&-0.1&0.4	.	-15	5	0.0
COc1ccc(NC(=O)CN2C(=O)NC(C)(C3CC3)C2=O)cc1S(=O)(=O)N1CCOCC1 (stereo not given)
 : .	9	-3	-2	3.6	.	-2	13	2	-0.3
CC1=NN(c2ccc(Cl)cc2)C(=O)C1C(c1cccc(O)c1)c1c(C)[nH]n(-c2ccc(Cl)cc2)c1=O (stereo not given)
 : 5	6	-1	-1	0.5	.	-18	.	2	7.6
CC(C)(C)[C@@H]1C=C(C(=O)Nc2ccccc2)O[C@H](OCc2ccc(CO)cc2)C1
 : 10	-4	0	-3	-1.8	1.0	-1	2	-1	-3.3
O=C(Nc1cccc(NC(=O)c2ccccc2Cl)c1)c1ccc(F)cc1
 : 9	10	1	.	-1.7	3.7	-8	-9	-1	-3.5
Cc1[nH]c2ccc(C(=O)N3CCN(c4ccccn4)CC3)cc2c1C
 : 40	-12	0	14	2.2	0.4	-5	3	10	-3.9
CCOP(=O)(OCC)c1nc(-c2ccc(Cl)cc2)oc1NCc1ccccc1
 : 10	14	79*	5	-0.9	.	4	-20	-19	-1.6
CCOc1ccc(N2C(=O)C3ON(C)C(c4ccc([N+](=O)[O-])cc4)C3C2=O)cc1 (stereo not given)
 : 15	3	-4	7	-0.5	-2.5	-5	13	7	-3.6
O=C1C2C3C=CC([C@@H]2C(=O)N1C1CCCCC1)[C@H]1C(=O)N(C2CCCCC2)C(=O)C31 (stereo not given in full)
 : 16	6	-3	-2	0.6	-0.4	9	12	4	-0.6
N#CCSc1n[nH]c2nc3c(c(=O)n12)C1(CCCCC1)Cc1ccccc1-3
 : 8	3	28*	1	-1.6	7.9	7	18	12	0.9
COCc1nnc(NC(=O)c2ccc(S(=O)(=O)N3CCCc4ccccc43)cc2)o1
 : 15	5	-1	-19	1.3	.	-3	2	5	-1.3
Cc1ccc(NC(=O)COC(=O)CCc2nc3ccccc3c(=O)[nH]2)c(Br)c1
 : -3	-4	1	4	0.3	-2.0	-2	1	-9	0.4
Cn1c(C(=O)N2CCCC(C(=O)N3CCN(C(=O)c4ccco4)CC3)C2)cc2sccc21 (stereo not given)
 : 21	5	4	-11	-1.4	-2.0	-3	4	0	-2.0
c1ccc(N2CCCCC2)c(NC2=NCCC2)c1
 : 12	12	2	-4	-2.5	0.2	7	14	-3	-1.1
O=C1Nc2ccc(Cl)cc2C(=O)C1(F)c1ccccc1 (stereo not given)
 : 37	3	-6	.	-0.2	-1.0	5	-3	-7	-3.3
NS(=O)(=O)c1ccc(CNC(=O)NC23CC4CC(CC(C4)C2)C3)cc1
 : -20	0	0	11	0.2	.	-2	.	3	0.1
CCN(CCN1CCCC1)C(=O)c1cc(COc2ccccc2SC)on1
 : 16	-4	0	-4	0.1	0.9	.	-1	-4	-3.6

# New compounds follow
# Every second line gives: VHR inh abs	GDH-TPI counter	FBA Mtb inh	BoNT-F LC inh	Mtb UGM inh	Mtb BioA inh	Rv3671c protease	CCHFV vOTU inh	MazF activator	FadD28 FP inh
CC(C)c1ccc(NC(=O)c2cccc(Br)c2)cc1
 : 50	-2	-1	-6	-2.7	-0.2	-7	8	-3	-5.0
O=C(NCC1CCCO1)c1cccc(Oc2c(Cl)cccc2[N+](=O)[O-])c1 (stereo not given)
 : 17	4	1	-7	-0.7	0.6	-11	-8	1	-1.5
O=C(CNC(=O)OCc1ccccc1)NCC(=O)N1CCCC1C(=O)OCc1ccccc1 (stereo not given)
 : 6	-2	2	-13	0.1	.	-3	4	-3	0.7
Cc1ccoc1C(=O)NCc1occc1C(=O)O
 : -4	-3	-2	0	1.2	2.2	4	-2	12	-4.0
COc1ccc(NC(=S)NCCC(c2ccccc2)c2ccccc2)c(OC)c1
 : 1	-6	3	4	0.0	-1.0	2	5	-2	-0.8
Cc1ccccc1OCC(=O)OCC(=O)NC12CC3CC(CC(C3)C1)C2
 : .	1	2	6	.	0.3	.	1	-5	-1.0
CCOC(=O)c1c(C)c(C(=O)NC(C)COC)c(C)n1CC (stereo not given)
 : -4	-12	0	-5	4.1	-0.1	0	.	-4	-2.1
CN(CC(=O)Nc1cccc(Cl)c1)S(=O)(=O)/C=C/c1ccccc1
 : .	1	-2	-10	.	0.8	.	5	1	-2.5
CCN1CCCC1CNC(=O)C(=O)NC (stereo not given)
 : -1	-1	3	-17	4.7	1.1	8	10	16	-2.4
O=C1COc2ccc(S(=O)(=O)NCCc3ccccc3)cc2N1
 : 2	5	-5	8	-1.1	0.2	-2	-10	10	.
O=C(Nc1cccc(Cl)c1)c1ccncc1
 : -8	4	-6	-15	-1.3	1.4	-3	6	1	-0.9
CCOc1ccc(N2C(=O)c3cccnc3C2Nc2ccc(C)cc2)cc1 (stereo not given)
 : 29	18	5	-5	5.1	0.9	-4	7	7	-1.3
Cc1nc(C(C)N(C)Cc2c(C(=O)N3CCCCC3)nc3c(C)cccn23)c(C)s1 (stereo not given)
 : 31	1	-4	-2	0.1	.	-3	9	1	0.2
COc1ccc(C)cc1NCc1cc(=O)oc2cc(-c3ccccc3)c(O)cc12
 : -30	13	2	-4	-0.3	.	2	9	10	-3.5
Cc1nn(Cc2ccc(Cl)cc2)c(C)c1NC(=O)c1noc2c1CCc1ccccc1-2
 : 6	-1	5	-12	1.1	-1.4	-7	-5	-20	1.1
CC(OC(=O)c1cccnc1)C(=O)NCc1ccc2c(c1)OCO2 (stereo not given)
 : -4	0	-5	-3	1.7	.	-6	-4	2	-4.1
CCCS(=O)(=O)N1CCCC(C(=O)NCCN(CC)CC)C1 (stereo not given)
 : 7	3	7	-5	6.0	-1.1	-9	4	1	-2.9
O=C(c1cccs1)N1CCN(Cc2cccc([N+](=O)[O-])c2)CC1
 : 22	-1	-1	-3	-1.8	.	0	4	0	-0.9
Cc1cnc(NC(=O)CC2CCCC2)s1
 : 7	2	1	-8	-3.9	.	3	-6	8	0.1
O=C(CCN1C(=O)c2ccccc2S1(=O)=O)Nc1cccc(F)c1
 : .	7	-2	10	-0.1	-2.2	-7	3	3	-2.6

# Carrying on:
# Every second line gives: VHR inh abs	GDH-TPI counter	FBA Mtb inh	BoNT-F LC inh	Mtb UGM inh	Mtb BioA inh	Rv3671c protease	CCHFV vOTU inh	MazF activator	FadD28 FP inh
CCc1ccc(/C=C2\Oc3c(ccc(O)c3CN3CCN(CCO)CC3)C2=O)cc1
 : 5	35*	-3	-10	2.3	-6.6	1	-12	-52	1.1
Cn1cnnc1Sc1nc([N+](=O)[O-])nn1C
 : 16	7	0	-1	2.1	.	-8	-6	-5	-4.6
O=C(Nc1ccc(Br)cc1)Nc1ccccc1F
 : 26	0	-1	-3	0.8	0.1	-4	1	5	-2.6
COc1ccc(-c2nn(-c3ccccc3)cc2CN(C)CCn2ccnc2C)c(F)c1
 : 35	4	5	0	2.4	2.8	12	-11	-6	-2.4
COc1cccc2c(=O)ccoc12
 : -25	-7	17	-4	-1.2	.	0	-11	0	-3.8
COC(=O)Cc1[nH]n(-c2ccccc2)c(=O)c1C(C)=Nc1ccccc1
 : 14	2	3	4	5.6	3.0	3	-8	-1	0.2
O=C(NCCCn1ccnc1)/C(=C/c1ccc(Cl)cc1)NC(=O)c1ccccc1
 : 28	-5	1	-22	-2.7	.	-7	-11	-1	.
CCCC(C)NC(=O)Cc1ccc(S(=O)(=O)N2CCOCC2)s1 (stereo not given)
 : .	2	0	0	0.9	-4.2	5	1	-3	-0.4
COc1ccc(NC(=O)c2csc(Cc3ccccc3)n2)cc1
 : 16	-3	-2	-1	1.0	1.9	-3	7	1	-0.5
O=C(CSc1ccc(-c2cccnc2)nn1)Nc1ccc(F)c(F)c1
 : 19	-2	-1	-3	-0.7	0.5	-3	-1	5	-0.7
NC(=O)NC(=O)CSc1ccccc1
 : 42	-11	3	0	4.0	.	5	-5	-1	-3.5

# Screening data (PubChem)
